# IMPase cell inh: qHTS Assay for Identifying the Cell-Membrane Permeable IMPase Inhibitors. AID 901, 2007. CHO-M1 cells, IP1 accumulation, HTRF TR-FRET ratio. inhibition (IP1 accumulation), % at 46.1 µM. 120,000 tested, under 10 active; active means well fitted curve in the direction sought with a large enough effect in the signal ratio, not every such curve was filed as active; inconclusive means small, poorly fitted or top-dose-only effect, or a change in a side signal; inactive means no such curve, though single readings can be large or run the other way; the % refers to the signal ratio;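 further: cells stimulated with carbachol in lithium chloride buffer; plate controls were DMSO basal wells for no effect and reference inhibitor wells for full effect; higher means more IMPase inhibition seen as more IP1 and lower FRET ratio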
# Target sequence (P97697 whole entry, looked up): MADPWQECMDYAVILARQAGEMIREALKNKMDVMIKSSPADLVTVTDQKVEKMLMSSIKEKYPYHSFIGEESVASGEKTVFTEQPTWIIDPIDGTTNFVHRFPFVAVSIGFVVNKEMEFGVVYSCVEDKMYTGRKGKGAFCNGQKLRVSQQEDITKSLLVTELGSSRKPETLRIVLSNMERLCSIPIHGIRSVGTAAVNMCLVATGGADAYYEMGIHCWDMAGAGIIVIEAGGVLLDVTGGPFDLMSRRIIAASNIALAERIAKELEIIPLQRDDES
#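 Carbachol-driven Gq signalling in CHO-M1 cells (2000/well) generates IP1. Compounds that block IMPase raise IP1 and so reduce the FRET signal from Eu-anti-IP1 and d2-IP1 after a 10 min room-temperature lysis.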
# 15-hLO-2 inh: qHTS Assay for Inhibitors of 15-hLO-2 (15-human lipoxygenase 2); purified 15hLO-2, xylenol orange hydroperoxide absorbance; 0.56% of 110,000 active; Potency, µM (titrated, usually from 57.1 µM), for the others: at the top dose activity change, negative = inhibition, most hits filed as inhibitors; Polyunsaturated fatty acid lipoxygenase ALOX15B (Homo sapiens), O15296; further: potency means the concentration at half of the fitted maximal effect; nearly all actives have a fitted effect of over 60% in size; many of its hits are not listed in these tables
#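 Purified human 15hLO-2 (50 nM) preincubated 15 min with compound, then 45 uM arachidonic acid for 90 min at RT in 25 mM Hepes pH 7.5, 0.01% Triton X-100. Hydroperoxide detected by Fe-xylenol orange; 573/405 nm absorbance ratio.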
# PNC assembly inh: High Content Assay for Compounds that inhibit the Assembly of the Perinucleolar Compartment | PC3M PTB-GFP, PNC prevalence imaging, 16 h; stronger effect = lower value | activity change (PNC), negative = inhibition, % at 10 µM | 3.1% of 140,000 active;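 active means readout at or below -70, meaning at least 70% loss of cells showing the perinucleolar compartment, a nuclear body marking cancer cells; inconclusive means readout between -30 and a set limit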;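 further: plate controls were DMSO wells for no effect and camptothecin positive control wells for full effect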
#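 Read-out is percentage of cells bearing a perinucleolar compartment, from automated 20x imaging of fixed, Hoechst-stained PC3M PTB-GFP cells. Cells were seeded 4 h, then exposed 16 h to compound (23 nl of library stock) in duplicate plates.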
# ALOX12 inhib: qHTS Assay for Inhibitors of 12-hLO (12-human lipoxygenase); Polyunsaturated fatty acid lipoxygenase ALOX12 (Homo sapiens), P18054; purified 12-hLO, xylenol orange hydroperoxide absorbance; Potency, µM (doses to about 57.1 µM), for the others: at the top dose activity change, negative = inhibition, actives largely listed as inhibitors; 0.12% of 150,000 active; AID 1452, 2008; further: potency means the concentration at half of the fitted maximal effect; nearly all actives have a fitted effect of over 55% in size; many of its hits are not listed in these tables
#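 Purified human 12hLO (150 nM final) was preincubated with compounds for 15 min at room temperature in 25 mM Hepes pH 7.0, 0.01% Triton X-100, then reacted with 40 uM arachidonic acid for 30 min. Hydroperoxide was detected with ferrous iron/xylenol orange.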
# The depositor's hits bear a star; ? = inconclusive; . = no result given; [ ] = remark or other dose. Unless noted, the call rests on the fitted dose curve; in most records, active means well fitted curve in the direction sought with a large enough effect; inconclusive means small, poorly fitted or top-dose-only effect, or another doubt; inactive means no such curve, though single readings can be large; an effect the other way counts as inactive or inconclusive. Unless noted, on the % scale 0 is the no-effect control and ±100 the full control effect. These rows are one share of the data, so the mix of outcomes need not match the whole.
SMILES,IMPase cell inh,15-hLO-2 inh,PNC assembly inh,ALOX12 inhib
COC(=O)c1ccc(C(NC(=O)OCc2ccccc2)/C(=C/[C@@H](C)C(=O)N(C)Cc2cccnc2)c2cccnc2)cc1 (stereo not given in full),.,14.6%,.,0.5%
COc1ccc(C(CC(=O)O)NC(=O)C2CCCCC2)cc1 (stereo not given),4.1,2.5%,-4.7,3.6%
FC(F)(F)c1cccc(N2CCN(Cc3cccnc3)CC2)c1,-0.2[1.84 µM],4.1%[11.4 µM],-16.2,-11.2%
CCOC(=O)C1CN(S(=O)(=O)c2ccccc2)C1,-3.4,.,?,3.8%
CC(=O)c1cc(Cl)ccc1OC(=O)c1ccco1,4.7,-4.5%,-4.8,-10.8%
N#Cc1nc(COc2ccccc2)oc1N1CCCCCC1,6.9,-5.7%,-27.6,-5.7%
Cc1cccc(-c2nnn(Cc3nnc(NC(=O)c4ccccc4)s3)n2)c1,3.3,-11.2%,?,-3.8%
CCOc1ccccc1C1C(C#N)=C(SCC(=O)OC)NC(=O)C1C(=O)OC (stereo not given),-4.8,0.9%,?,-3.5%
Cc1cnc(CNc2nc(-c3ccc(N(C)C)cc3)nc3ccccc23)cn1,.,3.6%,.,-16.1%
COC(=O)NC1CCS(=O)(=O)C1 (stereo not given),3.0,.,320.0,2.7%
COc1ccccc1NC(=O)C1=C(C)Nc2nc(CCCO)nn2C1c1ccc2c(c1)OCO2 (stereo not given),1.9,4.2%,-12.6,-10.5%
C[C@](N)(COP(=O)(O)O)C(=O)O,1.8,8.6%,.,-2.0%
CC(CC(O)C1OC1(C)C)C1CCC2(C)C3=CCC4C(C)(C)C(=O)CCC4(C)C3CC[C@@]12C (stereo not given in full),.,-6.4%,.,-4.0%
Cc1nn(C)c(Oc2ccccc2)c1CCNS(=O)(=O)c1ccc(F)cc1,9.2,2.2%,?,2.2%
N#C/C(=C/c1cn(-c2ccccc2)nc1-c1cccc(S(=O)(=O)N2CCCC2)c1)C(=O)NCc1ccco1,.,.,?,3.0%

# The last two records of the part before open the next one.
SMILES,IMPase cell inh,15-hLO-2 inh,PNC assembly inh,ALOX12 inhib
Cc1nn(C)c(Oc2ccccc2)c1CCNS(=O)(=O)c1ccc(F)cc1,9.2,2.2%,?,2.2%
N#C/C(=C/c1cn(-c2ccccc2)nc1-c1cccc(S(=O)(=O)N2CCCC2)c1)C(=O)NCc1ccco1,.,.,?,3.0%
CCCCCCCCCCCCCCCCCC(=O)NC[C@@H](COP(=O)([O-])OCC[N+](C)(C)C)OCC,3.8,10.6%,.,23.1%
CC1CCN(c2c(NCc3ccc(C(=O)NCCc4ccc(Cl)cc4)cc3)c(=O)c2=O)CC1,.,.,2.3,-3.4%
CC(=O)Nc1nnc(C)s1,-10.4,.,-19.4,1.7%
CCOCCN(C(=O)COC)c1cccc(OC)c1,-7.0,-4.6%,-27.9,-2.3%
OC(CNCc1ccco1)COc1ccccc1 (stereo not given),0.4,-0.1%,27.6,-2.1%
O=c1[nH]c2[nH]c(=S)[nH]c(=S)c2[nH]1,.,11.6%[11.4 µM],.,-13.3%[11.4 µM]
C[C@@H]1CC2(OC(O)[C@]3(C)O[C@H]23)O[C@H]2C[C@@]3(C)[C@@H]4CC[C@H]5C(C)(C)C(O[C@@H]6OC[C@@H](O)[C@H](O)[C@H]6O)CC[C@@]56C[C@@]46CC[C@]3(C)[C@@H]12 (stereo not given in full),.,-4.3%,.,-3.4%
CC(C)(C)C(=O)Nc1ccnc(-c2cccnc2)n1,4.7,.,83.2,2.6%
O=C(Cc1ccc(Br)cc1)N1CCN(c2ccccc2O)CC1,7.4,-10.3%,-9.2,?
Cc1ccsc1/C=C1\SC(N2CC(C)OC(C)C2)=NC1=O (stereo not given),.,.,18.3,-1.9%
Cn1cc(Cl)c(C(=O)NC(=S)Nc2sc3c(c2C#N)CCCCC3)n1,.,.,14.7,-4.9%
CC(C)(C)C(=O)Nc1ccc(C(=O)OC2CCCCC2)cc1,1.2,1.9%,-2.8,4.5%
C=CCNC(=O)CSc1cc([N+](=O)[O-])cc(S(=O)(=O)Cc2ccccc2)c1,.,.,13.8,-2.7%
O=C(C(Sc1ccccc1)c1ccccc1)N1CCOCC1 (stereo not given),-2.4,.,-13.8,-1.9%
Cc1cc(NC(=O)c2cccc(S(=O)(=O)N3CCCC3)c2)no1,-4.0,4.3%,?,2.9%

# Fetched by structure from the entries so far (seven):
SMILES,IMPase cell inh,15-hLO-2 inh,PNC assembly inh,ALOX12 inhib
O=c1[nH]c2[nH]c(=S)[nH]c(=S)c2[nH]1,.,11.6%[11.4 µM],.,-13.3%[11.4 µM]
OC(CNCc1ccco1)COc1ccccc1 (stereo not given),0.4,-0.1%,27.6,-2.1%
CCOCCN(C(=O)COC)c1cccc(OC)c1,-7.0,-4.6%,-27.9,-2.3%
Cc1cc(NC(=O)c2cccc(S(=O)(=O)N3CCCC3)c2)no1,-4.0,4.3%,?,2.9%
Cn1cc(Cl)c(C(=O)NC(=S)Nc2sc3c(c2C#N)CCCCC3)n1,.,.,14.7,-4.9%
CC1CCN(c2c(NCc3ccc(C(=O)NCCc4ccc(Cl)cc4)cc3)c(=O)c2=O)CC1,.,.,2.3,-3.4%
C[C@@H]1CC2(OC(O)[C@]3(C)O[C@H]23)O[C@H]2C[C@@]3(C)[C@@H]4CC[C@H]5C(C)(C)C(O[C@@H]6OC[C@@H](O)[C@H](O)[C@H]6O)CC[C@@]56C[C@@]46CC[C@]3(C)[C@@H]12 (stereo not given in full),.,-4.3%,.,-3.4%

# Later entries
SMILES,IMPase cell inh,15-hLO-2 inh,PNC assembly inh,ALOX12 inhib
CCOc1cc2c(C#N)c(N3CCNCC3)nc(N)c2c(N)n1,-12.3,47.6%[activator],11.0,0.1%
Cc1cc(-c2cccs2)nc(-n2cccc2)n1,-2.6,.,-12.6,0.7%
CC(=O)C1=C(C)NC(=O)NC1c1cc(Br)ccc1OCC#N (stereo not given),-1.9,.,-22.1,1.9%
CS(=O)(=O)c1ccc(/C=N\NC(N)=S)cc1,.,-7.0%[11.4 µM],.,0.0%[11.4 µM]
CCC(=O)Nc1ccc(NC(=O)Cc2ccccc2)cn1,-7.7,-13.2%,10.1,-2.2%
CCCCCOc1ccc(C(=O)NC(CCC)C(=O)O)cc1 (stereo not given),3.3,-2.6%,?,1.1%
Cc1cc(Nc2cccc(F)c2)nc(-c2ccccc2O)n1,4.7,8.6%,-20.7,-15.9%
COc1cccc(/C=N/n2c(=S)n(C)c3cc(C)c(C)cc32)c1OC,12.1,-17.9%,-14.8,-0.2%
Cc1ccc(OCC(=O)c2cc(C)n(-c3ccccc3)c2C)c([N+](=O)[O-])n1,20.2,.,?,0.9%
N#CC(C(N)=O)=C1CCC2(CC1)OCCCCO2,6.8,7.5%,11.1,-0.5%
O=C(O)CCCN=C1CCCc2ccccc2N1,-4.1,-7.0%,-19.1,9.1%
COC(=O)c1ccc(NC(=O)CSC2=NC(=O)C(c3ccccc3)C(=O)N2)cc1 (stereo not given),.,.,-15.8,2.6%
CCc1ccc(CCC(=O)Nc2nnc(C)s2)o1,5.2,-0.2%,-21.8,3.4%
NC(=O)c1nsc(C(=O)N(CC(=O)NCc2ccc(F)cc2)Cc2ccco2)c1N,-6.7,-1.2%,-7.5,-5.2%
O=c1c2cccnc2[nH]c(=S)n1CCCN1CCN(c2ccccc2F)CC1,-1.7,-10.1%,-13.8,-4.7%
Cc1c(Cl)c(=O)oc2cc(OCC(=O)NCc3cccs3)ccc12,.,.,-108.4*,-1.7%

# Bioassay records: PubChem, National Center for Advancing Translational Sciences (NCATS)
